High-throughput results (PubChem)
APJ agonist – agonists of human apelin receptor APJ, primary screen, CHO-K1 cells, PathHunter beta-arrestin, luminescence | 0% DMSO wells, 100% apelin | activation, % at 20 µM | actives 0.11% (n = 330,000) | AID 2520, 2010 | P35414;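 active = activation more than six SD over the plate average, tested at 20 µM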;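 also: 0% = DMSO alone and 100% = apelin-13 at 10 nM; some results filed as inactive read as strong as hits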
Target sequence (P35414 whole entry, looked up): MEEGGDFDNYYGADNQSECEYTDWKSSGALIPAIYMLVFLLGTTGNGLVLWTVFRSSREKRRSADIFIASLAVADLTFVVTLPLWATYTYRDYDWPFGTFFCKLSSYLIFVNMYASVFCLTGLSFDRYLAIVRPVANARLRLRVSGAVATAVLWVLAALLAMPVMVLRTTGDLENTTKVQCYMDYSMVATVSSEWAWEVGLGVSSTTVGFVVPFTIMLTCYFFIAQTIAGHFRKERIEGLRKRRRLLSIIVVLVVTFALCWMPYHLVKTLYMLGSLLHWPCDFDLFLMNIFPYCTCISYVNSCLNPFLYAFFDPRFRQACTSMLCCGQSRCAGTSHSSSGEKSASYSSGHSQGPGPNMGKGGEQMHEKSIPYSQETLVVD
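assay system = CHO-K1 APJ beta-arrestin complementation cell line | input = cell density 1000 per well | dosing = compound 20 µM once, DMSO 1% | timing = compound 90 min 25 °C, reagent 1 h | measured by = luminescence from split beta-galactosidase complementation, Galacton Star/Emerald II substrate | read-out basis = APJ agonist activity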
APJ antagonist – antagonists of human apelin receptor APJ, primary screen, CHO-K1 cells, beta-arrestin complementation, luminescence; inhibition, % at 20 µM; AID 2521, 2010; actives 0.32% (n = 330,000); P35414;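 active = inhibition above about 40% at 20 µM, limit read from the data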;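 also: cells challenged with 10 nM apelin-13 agonist together with compound; plate controls were apelin-13 plus DMSO wells for no effect and DMSO wells lacking apelin-13 for full effect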
Mdm2 MdmX PPI – inhibitors of human Mdm2-MdmX association, primary screen, cell-based, luminescence, split luciferase, SaOS-2, uHTS; Protein Mdm4 (Homo sapiens) + E3 ubiquitin-protein ligase Mdm2 (Homo sapiens), …; SaOS-2 split-luciferase Mdm2/MdmX complementation; inhibition, % at 8 µM; actives 3% (n = 330,000); AID 485346, 2010;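 active = inhibition of at least 50% at 8 µM in the primary screen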
TIM10 inh – growth inhibitors of isogenic TIM10 control yeast, primary screen, counter-screen for tim10-1 yeast inhibitor project, luminescence, uHTS; S. cerevisiae TIM10 strain growth, BacTiter-Glo luminescence, 24 h; actives 1.4% (n = 330,000); inhibition, % at 10 µM; AID 463195, 2010;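 active = inhibition of 40% or more at the single tested concentration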;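 also: wild-type TIM10 isogenic control strain grown at permissive 25 °C; 0% = DMSO yeast wells and 100% = minimal medium wells without yeast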
tim23-1 inh – growth inhibitors of tim23-1 mutant yeast, primary screen, luminescence, uHTS | inhibition, % at 20 µM | actives 1.3% (n = 330,000) | S. cerevisiae tim23-1 growth, BacTiter-Glo luminescence, 24 h;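 active = growth inhibition of the mutant yeast at or above 50%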;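 also: temperature-sensitive mutant grown at 25 °C; plate controls were DMSO-treated mutant yeast for no effect and medium wells lacking yeast for full effect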
XBP1 UPR activ – activators of adaptive XBP1 UPR arm, primary screen, cell-based, CHO-XBP1 luciferase reporter, luminescence, uHTS | AID 463104, 2010 | actives 0.33% (n = 330,000) | activation, % at 20 µM | IRE1-XBP1 UPR activation; percent of tunicamycin response, DMSO as zero;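 active = versus positive control, 20 µM dose yields 30% or more activation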;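 also: 100% = tunicamycin at 10 µg/mL and 0% = DMSO only wells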
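Assay system: CHO-XBP1 luciferase reporter cells; Schedule: 6 h treatment, 37 °C; Detection: glow luminescence from Steady-Glo reagent; Benchmarks: high control tunicamycin 10 µg/mL final, low control DMSO vehicle only.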
tim10-1 inh – growth inhibitors of tim10-1 mutant yeast, primary screen, luminescence, uHTS; actives 2.2% (n = 330,000); inhibition, % at 20 µM; S. cerevisiae tim10-1 ts strain growth, BacTiter-Glo, 24 h;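 active = inhibition of at least 40%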;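 also: mutant grown at 25 °C; 0% = DMSO wells with yeast and 100% = wells holding no yeast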
CXCR6 block – CXCR6 receptor inhibitors, primary screen, cell-based, beta-arrestin, luminescence, CHO-K1 PathHunter, 1536-well; actives 0.36% (n = 360,000); inhibition, % at 20 µM; AID 602244, 2012; in the data active = inhibition above about 34%, passing the limit was not always enough;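 also: antagonist mode with CXCL16 agonist at 10 nM final; 0% = 10 nM CXCL16 with DMSO and 100% = unstimulated wells without agonist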
Target sequence (O00574 whole entry, looked up): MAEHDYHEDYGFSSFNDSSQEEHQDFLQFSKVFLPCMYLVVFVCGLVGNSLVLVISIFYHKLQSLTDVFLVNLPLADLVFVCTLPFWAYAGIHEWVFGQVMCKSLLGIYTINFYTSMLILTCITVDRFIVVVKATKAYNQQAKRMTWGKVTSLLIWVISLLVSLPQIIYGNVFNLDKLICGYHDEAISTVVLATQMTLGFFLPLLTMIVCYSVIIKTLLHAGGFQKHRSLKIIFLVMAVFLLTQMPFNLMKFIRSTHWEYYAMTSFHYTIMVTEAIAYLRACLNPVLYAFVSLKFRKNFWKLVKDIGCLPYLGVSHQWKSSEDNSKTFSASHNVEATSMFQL
UPR CHOP act – activators of apoptotic CHOP UPR arm, primary screen, cell-based, CHO-CHOP luciferase reporter, luminescence, uHTS | UPR activation; percent of tunicamycin response over DMSO baseline | activation, % at 10 µM | actives 0.34% (n = 330,000) | AID 449763, 2010;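 active = at 10 µM dose, activation of 40% or more, normalized to positive control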;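 also: 100% = tunicamycin at 10 µg/mL and 0% = DMSO alone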
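Evaluation: % reporter activation, DMSO baseline versus tunicamycin full activation; System: CHO-CHOP luciferase reporter cell line; Input: 500 cells/well; Incubation: 6 h compound treatment, 37 °C; Measured by: Steady-Glo luciferase luminescence; Dosing: one dose, 10 µM in 0.5% DMSO; Buffer or medium: F12 medium, 10% FBS; Benchmarks: positive tunicamycin 10 µg/mL, negative DMSO alone.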
* = called active by the depositor; / = not tested or not shown.

SMILES	APJ agonist	APJ antagonist	Mdm2 MdmX PPI	TIM10 inh	tim23-1 inh	XBP1 UPR activ	tim10-1 inh	CXCR6 block	UPR CHOP act
CN(C)/C=C1\C(=O)N(c2ccc(Cl)cc2)CS1(=O)=O	0	15	-2	-7	11	0	4	1	5.2
CC(C)[C@@H](N)C(=O)NCC1CCC(C(=O)N[C@@H](Cc2ccccc2)C(=O)O)CC1 (stereo partly specified)	0	-8	0	-4	-9	-3	2	-3	-0.6
O=C(Nc1ccc(F)cc1)c1sc2cc(C(F)(F)F)cnc2c1-c1cccs1	1	2	47	-9	8	-5	-7	8	-0.2
CCOC(=O)Nc1ccc2nc(Sc3ccc(Cl)cc3)sc2c1	0	-35	47	20	27	0	42*	-4	-0.2
C=CCC1(N(C(C)=O)c2ccccc2C)CCCCC1	-3	-22	-1	18	34	-3	32	-2	0.7
COc1ccccc1/C=N/NC(=O)c1cccc2ccccc12	-2	9	1	-2	6	-3	0	-4	3.1
CCN(C[C@H]1N[C@@](CC)(C(=O)OC)[C@H]2C(=O)N(C)C(=O)[C@@H]12)S(=O)(=O)c1ccc(C(C)(C)C)cc1	-3	-2	9	10	13	2	10	0	4.4
CCOC(=O)C1CCN(C(=O)c2cc3cc(Cl)ccc3[nH]2)CC1	-5	5	8	19	30	-2	40	-5	2.3
CCOCCCN1CC(C(=O)NCCc2ccccc2)CC1=O (stereo unspecified)	0	3	7	-5	1	-3	-8	0	-0.4
O=C(NCN1CCc2ccccc2C1)c1cnccn1	2	27	-38	-4	3	-4	-1	-8	-0.6
N#Cc1cc2ccccc2nc1SCc1ccccn1	-4	-12	-120	26	27	3	32	3	4.2
O=C(NCCOc1cccc2cccnc12)c1cccs1	0	7	6	2	25	-1	22	-8	-0.4
CCN1C(=O)NC(c2ccc(Cl)cc2)C2=C1CCCC2=O (stereo unspecified)	-4	9	14	11	-35	0	-56	-10	-1.0
O=C(c1cccc(C(F)(F)F)c1)N1CCOC12CCN(c1ncc(C(F)(F)F)cc1Cl)CC2	-4	-3	13	13	12	-2	25	1	2.2
O=C1CCN(C(=O)Nc2ccccc2)N1	-1	9	16	-12	-5	1	21	5	-2.2
CCc1ccc(NC(=O)C2C3CCC(O3)C2C(=O)O)cc1 (stereo unspecified)	-1	10	0	6	10	5	17	-10	2.1
O=c1[nH]c2cc3c(cc2cc1C(c1nnnn1CC1CCCO1)N1CCCCCC1)OCO3 (stereo unspecified)	-2	-5	12	-1	6	-1	19	/	-0.1
c1ccc(OCCOCCN2CCOCC2)cc1	1	13	-12	2	-5	1	-15	5	-0.5
CS(=O)(=O)c1ccc(S(=O)(=O)N2CCC(CO)(CCCc3ccccc3)CC2)cc1	1	0	9	6	25	0	22	-2	-0.6
O=C(NCc1ccc(F)cc1)C1CCCN(S(=O)(=O)c2ccc(Br)s2)C1 (stereo unspecified)	1	3	37	13	18	-4	6	-5	1.6

An excerpt of these results, field by field:
O=C(NCCOc1cccc2cccnc12)c1cccs1
  APJ agonist: 0	APJ antagonist: 7	Mdm2 MdmX PPI: 6	TIM10 inh: 2	tim23-1 inh: 25	XBP1 UPR activ: -1	tim10-1 inh: 22	CXCR6 block: -8	UPR CHOP act: -0.4

CCN1C(=O)NC(c2ccc(Cl)cc2)C2=C1CCCC2=O (stereo unspecified)
  APJ agonist: -4	APJ antagonist: 9	Mdm2 MdmX PPI: 14	TIM10 inh: 11	tim23-1 inh: -35	XBP1 UPR activ: 0	tim10-1 inh: -56	CXCR6 block: -10	UPR CHOP act: -1.0

Record cards, as listed above. Order of values: APJ agonist | APJ antagonist | Mdm2 MdmX PPI | TIM10 inh | tim23-1 inh | XBP1 UPR activ | tim10-1 inh | CXCR6 block | UPR CHOP act
O=C(NCc1ccc(F)cc1)C1CCCN(S(=O)(=O)c2ccc(Br)s2)C1 (stereo unspecified) is listed with 1 | 3 | 37 | 13 | 18 | -4 | 6 | -5 | 1.6
CCc1ccc(NC(=O)C2C3CCC(O3)C2C(=O)O)cc1 (stereo unspecified) is listed with -1 | 10 | 0 | 6 | 10 | 5 | 17 | -10 | 2.1
O=C1CCN(C(=O)Nc2ccccc2)N1 is listed with -1 | 9 | 16 | -12 | -5 | 1 | 21 | 5 | -2.2

Continued.
SMILES	APJ agonist	APJ antagonist	Mdm2 MdmX PPI	TIM10 inh	tim23-1 inh	XBP1 UPR activ	tim10-1 inh	CXCR6 block	UPR CHOP act
O=C(COc1ccc(S(=O)(=O)N2CCCC2)cc1Cl)NCc1ccco1	-8	21	6	13	24	3	12	6	-0.5
COc1ccc(CCNC(=O)C(=O)NCCOc2ccccc2Cl)cc1OC	-3	16	10	7	18	-2	12	1	-0.7
Cc1ccc(NC(=O)NCc2ccc3c(c2)OCO3)c(C)c1	-3	-2	-9	4	-10	2	7	0	0.5
COc1ccc2c(c1)CCCC2NS(=O)(=O)OCC(Cl)(Cl)Cl (stereo unspecified)	-1	-1	16	-18	-23	0	37	3	-1.0
COc1cccc(-c2csc(N3CCN(CC(=O)Nc4ccc5c(c4)OCO5)CC3)n2)c1	-4	-3	-3	20	22	1	29	-2	-1.7
COc1ccccc1-c1sc2cc3c(cc2c1-c1ccc(OCCN2CCCCC2)cc1)OCO3	3	11	98*	21	44	35*	-2	13	6.3
COc1ccc(-c2ccc3c(c2)S(=O)(=O)c2cccc(C(=O)N4CCN(C5CCCCC5)CC4)c2C3=O)cc1OC	7	-16	26	13	6	-2	19	-8	1.8
CCN(CC)C(=O)CSc1nc(N)c(C#N)c(-c2cccs2)c1C#N	0	19	15	-2	-15	6	7	-6	-1.2
CCOC(=O)c1c(C)n(C)c2ccc(O)c(CN3CCC(C)CC3)c12	-1	-22	27	-4	6	-1	14	-6	-2.7
CCN(CC)c1ccc(NC(=O)c2ccccc2OCC(=O)OC)cc1	-2	-10	-5	16	17	2	28	2	5.1
CCN(CC)S(=O)(=O)c1ccc2c(c1)nc(SCC(=O)N1CCOCC1)n2-c1ccccc1OC	2	-4	0	9	26	0	21	8	-0.9
O=C(CSc1ccc(Cl)cc1)NC(=O)c1ccccc1	-4	13	4	0	14	0	10	-1	-0.5
Cc1ccc(/C=N/n2c(C3CCCCC3)n[nH]c2=S)s1	-2	11	-17	20	5	1	17	6	2.7
COc1ccc(-c2csc(N(CCCN(C)C)C(=O)c3ccc(F)cc3)n2)cc1	-2	16	16	-1	4	-2	0	2	-1.9
CCN(CC)CCC#CC(O)(c1ccccc1)c1ccccc1	-1	2	6	-2	-11	1	11	1	-0.5
CCOC(=O)C1=C(COC(=O)/C=C/c2cccc(Cl)c2)NC(=O)NC1C (stereo unspecified)	3	-6	7	3	-18	-1	10	-8	-0.6
O=C(CCSc1nc2ccccc2o1)Nc1ccccc1	-1	-1	-13	7	31	-4	26	0	-2.2
CN(C)/C(CN1CCOCC1)=C1\N=C(c2ccccc2)OC1=O	2	2	9	-9	12	6	-20	0	2.1
O=C(Cn1c(=O)cnc2ccccc21)N1CCN(S(=O)(=O)c2cccc([N+](=O)[O-])c2)CC1	5	-88	8	-3	-12	-2	-15	-13	0.6
O=C(NCc1ccc2c(c1)OCO2)C1CCN(C(=O)Nc2ccc(Cl)cc2)CC1	-5	7	12	1	-5	4	4	-3	-0.2
COc1cc(C(=S)N2CCOCC2)ccc1OC(=O)c1cc(OC)c(OC)c(OC)c1	-3	-8	7	22	28	-7	17	3	-0.9
CCCC(C(=O)NCc1ccccc1)N(C(=O)Cn1nnc(-c2cccs2)n1)c1ccc2c(c1)OCCO2 (stereo unspecified)	-4	6	13	7	-6	-2	11	7	-1.8
O=C(Nc1ccccc1C(=O)NCC1CCCO1)c1ccccc1F (stereo unspecified)	-4	-30	2	-1	8	-2	-6	-1	0.6
Cc1cccc(NC(=S)N/N=C/c2cccc([N+](=O)[O-])c2)c1	3	9	-8	-5	-12	-1	9	18	-0.2
Cc1ccc(NC(=O)CCS(=O)(=O)c2ccccc2)cc1S(=O)(=O)N1CCCCCC1	9	-4	7	3	27	0	17	-1	0.7
O=C(O)CCc1ccc(-c2ccc(Br)cc2)n1-c1cccc(O)c1	-1	10	-15	-4	12	-1	26	2	2.2
O=C(Nc1ccc(Br)cc1)C1Cc2ccccc2O/C1=N\O (stereo unspecified)	2	3	25	-28	-9	-2	-3	-6	4.3
O=[N+]([O-])c1ccccc1S(=O)(=O)Nc1ccc(-c2ccc(N3CCOCC3)nn2)cc1	3	10	-20	5	10	4	23	14	0.5
COc1ccc(CC(O)CC2c3c(cc4c(c3OC)OCO4)CCN2C)cc1 (stereo unspecified)	-3	12	26	0	9	6	8	5	5.0
Cc1ccc(S(=O)(=O)Cn2nnnc2C(C(C)C)N2CCN(C(=O)c3ccco3)CC2)cc1 (stereo unspecified)	0	8	14	14	4	-3	7	5	-0.9
Fc1ccccc1N1CCN(c2ncnc3[nH]ncc23)CC1	3	-2	63*	15	7	-1	17	-4	-0.4
CCC(C)(C)C1CCC2(CC1)NC(=O)N(CC(=O)NC(C)CCc1ccccc1)C2=O (stereo unspecified)	-4	-37	35	-8	-11	-2	0	-1	-0.5
O=C(N/N=C/c1ccc(Br)s1)Nc1ccccc1	-2	8	-2	29	28	-2	8	-5	3.9
CCOc1ccc(S(=O)(=O)N(CC)CC)cc1NC(=O)c1ccc(N2CCCC2=O)cc1	-4	-8	-5	37	0	-4	24	-1	0.1
CCc1cc(C(=O)O)c(NC(=O)c2cc(OC)c(OC)c(OC)c2)s1	0	14	14	7	6	0	-8	-1	1.6
CCOc1cccc2sc(N(CCN(CC)CC)C(=O)c3ccc(S(=O)(=O)N4CCCC4)cc3)nc12	-1	23	14	18	-8	-5	21	12	-1.1
COc1cc(C(=O)ON=C2C3CC4CC(C3)CC2C4)cc(OC)c1OC	8	-45	95*	82*	50*	1	19	-16	2.7
CC(=O)C(=[N+]=[N-])C(=O)NCc1ccccc1	-3	-16	13	9	4	-4	-9	-6	1.5
CCOC(=O)N1C=CC(C)=C[C@@H]2[C@@H](N3C(=O)c4ccccc4C3=O)C(=O)N21	-1	9	-24	14	16	2	6	8	0.7
C=C(C)C1Cc2nc(N)nc(C)c2C1 (stereo unspecified)	0	-2	-8	4	-8	3	3	-3	3.4
CCN(N=O)[C@@H](Cc1ccccc1)CN(N=O)[C@@H](Cc1ccccc1)CN(C)N=O	-2	2	-1	7	23	2	20	2	-1.3
CCOc1cc(C(=O)OCC(=O)Nc2ccc(Cl)cn2)ccc1OCC(=O)N1CCOCC1	-1	5	5	-10	-8	2	5	6	-0.2
Cc1nc(Cl)c(C(=O)NCCC(C)C)c(C)c1[N+](=O)[O-]	-3	-2	-14	8	1	-2	6	4	-0.1
CN(C)S(=O)(=O)Nc1ccc2c(c1)OCO2	-3	-9	-3	-3	1	-1	-4	0	0.9

This is a subset; rates above refer to the full screens.
